Screens: PubChem, several laboratories
ROMK primary: ROMK potassium channel modulators, primary screen, cell-based, thallium flux, MLSMR library. ATP-sensitive inward rectifier potassium channel 1 (Homo sapiens), P48048. Tet-inducible ROMK, thallium flux fluorescence; actives lie on both sides. B-score at 10 µM. 2% of 130,000 active. AID 1918, 2009;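 active = signal ratio slope over the read window, or its plate-corrected B-score, at least 3 SD from the plate mean, either direction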;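 also: B-score of the F/F0 ratio slope over 7 to 12 s after thallium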
STAT3 blocker: IL-6 driven STAT3 reporter inhibitors, primary screen, U3A cells, luciferase, luminescence, MLSCN library; IL-6 STAT3-luciferase reporter; host cell line lacks STAT1; inhibition, % at 5.5 µM; 0.89% of 190,000 active; AID 862, 2007;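 active = inhibition above the mean inhibition across all screened compounds plus 3 SD, cut at about 44% in these data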;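 also: 0% = DMSO only wells and 100% = 100 µM nifuroxazide control wells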
RAM inhibit: inhibitors of the yeast RAM network, primary screen, dse1pr::URA3 reporter, 5-FOA selection; S. cerevisiae dse1pr::URA3 reporter, 5-FOA growth OD615, 2 d; analog-sensitive cbk1-as2 kinase mutant strain; inhibition, % at 50 µM; 1.8% of 190,000 active; AID 868, 2007;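 active = inhibition above a set limit, 3 SD over mean compound inhibition, cut at about 8.4% in these data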;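 also: 0% = DMSO-only wells with no growth and 100% = 10 µM 1-NA-PP1 full growth; inhibition rescues growth on 5-FOA so higher OD means more RAM inhibition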
PPARg SRC-2 ag: agonists of PPARg-SRC-2 recruitment, primary screen, biochemical, HTS; PPARgamma LBD-SRC-2 recruitment; activation, % at 8 µM; 0.34% of 200,000 active; AID 1032, 2008; in the data active = activation above about 22%;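 also: 0% = vehicle and 100% = reference agonist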
S1P3 antag: S1P3 receptor antagonists, primary screen, cell-based. inhibition, % at 4.98 µM. CHO S1P3 NFAT-BLA reporter, FRET fluorescence, antagonist mode. 0.27% of 170,000 active. AID 485, 2006. Sphingosine 1-phosphate receptor 3 (Homo sapiens), Q99500;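 active = inhibition above the plate cutoff, the mean inhibition of test wells on that plate plus 3 SD, cut at about 28% in these data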;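 also: cells challenged with S1P at its EC80 of 0.8 µM; blue over green emission ratio from cleaved BLA substrate after 4 h stimulation; 0% = S1P-stimulated wells and 100% = unstimulated DMSO-only wells; some compounds past the cut are filed as inactive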
PPARg SRC-1 ag: PPARgamma agonists recruiting SRC-1 coactivator, primary screen, biochemical | PPARgamma-SRC-1 coactivator recruitment biochemical assay | 0.41% of 200,000 active | activation, % at 8 µM; in the data active = activation above about 19%;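 also: 0% = DMSO and 100% = reference agonist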
TLR4-MyD88 BLA: inhibitors of TLR4-MyD88 association in cells, primary screen, cell-based, HeLa CL3-4, BLA complementation, FRET ratio; Toll-like receptor 4 (Homo sapiens) + Myeloid differentiation primary response protein …; HeLa CL3-4 TLR4/MyD88 BLA complementation; inhibition, % at 8.4 µM; 0.18% of 200,000 active; in the data active = inhibition above about 25%;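 also: 0% = vehicle and 100% = reference inhibitor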
Target sequence (O00206 whole entry, looked up): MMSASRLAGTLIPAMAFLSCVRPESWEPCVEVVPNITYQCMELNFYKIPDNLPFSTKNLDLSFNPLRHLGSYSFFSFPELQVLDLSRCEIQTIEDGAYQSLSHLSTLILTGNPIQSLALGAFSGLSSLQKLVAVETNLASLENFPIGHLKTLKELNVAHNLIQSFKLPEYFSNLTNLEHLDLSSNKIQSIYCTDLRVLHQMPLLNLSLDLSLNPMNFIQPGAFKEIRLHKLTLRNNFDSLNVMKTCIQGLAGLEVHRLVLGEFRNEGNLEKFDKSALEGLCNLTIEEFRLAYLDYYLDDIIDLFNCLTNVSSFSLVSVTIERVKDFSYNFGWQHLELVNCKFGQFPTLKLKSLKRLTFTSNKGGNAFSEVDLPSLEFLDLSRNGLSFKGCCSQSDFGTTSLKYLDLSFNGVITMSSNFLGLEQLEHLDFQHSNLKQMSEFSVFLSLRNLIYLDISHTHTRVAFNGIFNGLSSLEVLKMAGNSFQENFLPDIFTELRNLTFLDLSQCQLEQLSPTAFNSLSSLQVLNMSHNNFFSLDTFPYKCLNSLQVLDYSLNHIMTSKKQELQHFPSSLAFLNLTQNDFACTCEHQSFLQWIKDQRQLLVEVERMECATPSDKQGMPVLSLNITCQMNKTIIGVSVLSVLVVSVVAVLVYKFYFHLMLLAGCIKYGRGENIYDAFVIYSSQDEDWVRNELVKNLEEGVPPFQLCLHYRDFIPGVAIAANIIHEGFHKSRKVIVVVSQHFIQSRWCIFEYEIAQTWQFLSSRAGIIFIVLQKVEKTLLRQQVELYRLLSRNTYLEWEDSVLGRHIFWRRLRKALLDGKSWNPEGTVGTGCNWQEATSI
Target sequence (Q99836 whole entry, looked up): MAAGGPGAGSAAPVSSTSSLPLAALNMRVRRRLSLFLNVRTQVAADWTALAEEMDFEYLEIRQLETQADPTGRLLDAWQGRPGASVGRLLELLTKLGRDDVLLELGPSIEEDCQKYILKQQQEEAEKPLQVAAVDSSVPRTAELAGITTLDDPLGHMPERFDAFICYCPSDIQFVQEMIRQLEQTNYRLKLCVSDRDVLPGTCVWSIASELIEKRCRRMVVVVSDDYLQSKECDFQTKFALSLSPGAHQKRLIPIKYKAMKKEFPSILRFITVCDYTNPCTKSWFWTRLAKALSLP
STAT3 activator: IL-6 driven STAT3 reporter potentiators, primary screen, U3A cells, luciferase, luminescence, MLSCN library | activation (% of control), % at 5.6 µM | 0.91% of 190,000 active | IL-6 STAT3-luciferase reporter; 100% = signal with IL-6 EC80 alone | AID 871, 2007;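 active = activation above the screen-wide mean of compound activation plus 3 SD, cut at about 130% in these data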;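 also: 0% = background luminescence of wells with medium and substrate only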
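Assay system – human STAT1-deficient U3A cells with stable STAT3-luciferase reporter · Also added – IL-6 (33 ng/mL) · Schedule – compound 1 h, then IL-6 6 h at 37 °C · Technique – reporter luminescence signal · Evaluation – % activation versus median of IL-6-stimulated wells · Benchmarks – IL-6-only wells as 100% reference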
PPARg SRC3 recr: PPARgamma agonists recruiting SRC-3 coactivator, primary screen, biochemical; biochemical PPARgamma/SRC-3 coactivator recruitment assay; 0.26% of 200,000 active; AID 731, 2007; activation, % at 8 µM; in the data active = activation above about 23%;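 also: 0% = DMSO and 100% = reference agonist; some compounds past the cut are filed as inactive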
SRC2 TRFRET art: TR-FRET signal artefacts, primary screen, artefact control for PPARgamma SRC-2 agonist project, biochemical | TR-FRET artefact counter-screen; stronger effect = higher value | TR-FRET ratio at 8 µM | 0.4% of 200,000 active | AID 1049, 2008; in the data active = TR-FRET ratio above about 2000; also: inactives centre near 1500
STAT1 blocker: STAT1 signaling inhibitors, primary screen, cell-based, HTS, luciferase reporter. NIH 3T3 STAT1-luciferase reporter, IFN-gamma, luminescence. inhibition, % at 5.5 µM. 0.35% of 200,000 active. AID 920, 2007;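 active = inhibition above a set limit, the mean inhibition across all tested compounds plus 3 SD, cut at about 34% in these data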;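 also: 0% = IFN-gamma with DMSO and 100% = IFN-gamma with 300 µM nifuroxazide; values of inactives mirror those of a sister screen read the other way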
Active calls of the source: *; x = not tested or not shown.

SMILES	ROMK primary	STAT3 blocker	RAM inhibit	PPARg SRC-2 ag	S1P3 antag	PPARg SRC-1 ag	TLR4-MyD88 BLA	STAT3 activator	PPARg SRC3 recr	SRC2 TRFRET art	STAT1 blocker
CCOC(=O)C1CCN(c2nc3ccccc3nc2C(C#N)C(=O)OC(C)C)CC1 (stereo unspecified)	-3	17	4.9	3	x	-4	-1	91	6	1483	-3
CC(=O)Nc1sc2c(c1CN1CCN(c3ccc(F)cc3)CC1)CCCC2	x	30	2.9	3	x	3	-10	77	-9	1594	-7
Cc1ccc(NC(=O)CSC2=C(C#N)C(c3ccco3)CC(=O)N2)cc1 (stereo unspecified)	0.42	10	-0.3	0	x	8	-12	95	-11	1668	4
Cc1cccc(N2C(=O)C3C4C=CC(C4)C3C2=O)c1 (stereo unspecified)	-0.011	4	1.6	16	-20	8	2	100	-4	1606	0
CCc1ccc(CN(C)C(=O)CCc2nnc(CCc3cccc(OC)c3)o2)nc1	-0.035	9	-0.3	13	2	4	-1	97	8	1738	6
CCCCCCSC1=C(C#N)C(c2ccccc2)CC(=O)N1 (stereo unspecified)	-0.77	6	5.1	0	x	8	4	100	-8	1560	-1
COc1ccc(N2CCN(C(=O)CSc3nnc(-c4cccnc4)n3-c3ccccc3)CC2)cc1	x	3	0.7	-1	4	0	-11	101	12	1506	2
COc1cc(C(=O)OCc2ccc([N+](=O)[O-])cc2)cc(OC)c1OC	1.4	-1	2.7	-5	5	12	-4	105	2	1600	-6
O=C(NCc1cccs1)C1CCC(=O)N1C1CCCCC1 (stereo unspecified)	-0.03	5	0.2	-1	12	-2	-14	102	5	1417	-4
Cc1nnc(NC(=O)CC(CN(C)S(=O)(=O)c2ccccc2)c2ccccc2)s1 (stereo unspecified)	x	8	2.6	8	x	3	10	97	-3	1476	8
C=CCN=C1SC(C)(C)C(=O)N1S(=O)(=O)c1ccc(C)cc1	-1.2	-1	-0.2	-4	-5	-1	-6	111	0	1533	11
Cc1cc(CN(C)C)c(O)c(C2(C)CCCCC2)c1	x	2	0.1	3	-31	5	2	98	-2	1449	0
COc1ccc(CC2CCOC2=O)cc1 (stereo unspecified)	x	4	0.8	3	3	0	-2	101	3	1496	1
O=C(/C=C/c1cccc(Cl)c1)c1nc2ccccc2[nH]1	-0.92	17	1.2	9	x	3	14	92	9	1644	-7
COc1cccc(OC)c1C(=O)Nn1c(C2CCC2)nc2ccccc2c1=O	x	7	5.1	0	0	6	-12	98	2	1717	5
CC(=O)NNC(=O)C(O)(c1ccccc1)c1ccccc1	x	6	0.8	6	x	6	-16	101	10	1672	-3
c1ccc(-n2ncc3c2ncn2nnnc32)cc1	x	-2	2.3	-4	-5	5	-5	104	3	1500	2
CCCC(=O)NC(Nc1cccc(C(F)(F)F)c1)C(Cl)(Cl)Cl (stereo unspecified)	x	17	0.6	3	x	1	-6	91	3	1704	14
CCCC(=O)c1ccc(N2CCN(C(=O)c3ccccc3Br)CC2)c(F)c1	-1.4	15	6.4	6	7	8	2	94	5	1523	12
N#CC1=C(N)OC2=C(C(=O)CCC2)C1c1cccs1 (stereo unspecified)	0.11	14	1.0	0	1	8	1	90	6	1633	7
CCN1C(=O)C(O)(CC(=O)c2ccc3c(c2)OCCO3)c2ccccc21 (stereo unspecified)	x	15	-0.2	1	14	-1	2	94	6	1611	3
CCOC(=O)c1c(-c2ccc(C)cc2)csc1NC(=O)C1CC=CCC1C(=O)O (stereo unspecified)	x	8	3.3	-6	x	5	7	96	2	1515	0
C=CCN1CN(Cc2ccco2)CNC1=S	x	-10	0.5	-3	-1	-5	17	109	4	1517	-2
CCOC(=O)c1oc2ccc3c(c2c1C)C(=O)CC1(CCN(C(=O)OCC)CC1)O3	x	12	-0.5	6	-21	5	-7	95	2	1470	2
N/C(Cc1ccc([N+](=O)[O-])cc1)=N\OC(=O)c1ccc(Br)o1	-1.1	-4	0.7	0	7	4	-9	102	-4	1508	-4
O=C(/C=C/c1cn(-c2ccccc2)nc1-c1cccnc1)N1CCCCC1	-1.3	10	-1.6	-5	0	4	-2	98	-4	1505	10
O=C(c1ccc(C(F)(F)F)cc1)N1CCC(=O)N(C(COCc2ccc(Cl)cc2)Cc2ccccc2)CC1 (stereo unspecified)	-2	-8	9.8*	8	-21	3	-2	104	1	1587	4
Cc1nnc(SCSc2nnc(C)s2)s1	-0.0077	7	0.3	12	5	-1	-18	99	-3	1560	1
CCc1nnc(NC(=O)CCC(=O)NCc2ccccc2OC)s1	x	6	1.1	0	x	-1	-6	99	-4	1579	-6
O=C(O)C12CC3CC(C1)CC(n1ncc(NCc4ccccc4)c(Cl)c1=O)(C3)C2	-0.4	4	3.3	-5	-3	-3	-2	98	-5	1508	-9
COCCn1nnnc1C(c1ccccc1OC)N1CCc2ccccc2C1 (stereo unspecified)	-0.63	-8	x	9	-7	2	1	110	2	1678	7
CCC(=O)/C(=C(/O)c1ccccc1)c1nc2ccccc2[nH]1	-0.46	-5	0.8	1	2	0	-10	108	4	1495	-16
Cc1ccccc1C(=O)NNC(=O)CSc1nnc(C)n1-c1ccccc1	x	9	0.6	1	2	1	1	95	2	1517	-7
Cc1ccc(N2C(=O)SC(N(CC(=O)O)c3cccc(C)c3)C2=O)cc1 (stereo unspecified)	x	5	1.8	1	x	7	2	101	1	1463	-19
CCCC(=O)Nc1cnc(NC(=O)c2cccc(F)c2)cc1C	x	25	0.6	-1	x	0	8	85	2	1377	-17
Cc1cc(C(=O)CSc2nc3ccc(Cl)cc3[nH]2)c(C)n1CC1CCCO1 (stereo unspecified)	-2	24	0.3	6	x	0	10	84	1	1462	10
CC1(C)CC(=O)c2sc(NC(=O)c3cccs3)nc2C1	0.66	44*	3.1	3	x	-3	5	66	0	1314	8
Cc1ccc(C)c(Cn2cnc3c(nnn3-c3ccc(F)cc3)c2=O)c1	x	10	5.5	3	-2	-2	-19	100	0	1393	7
Cc1c(Cl)cccc1NC(=S)N1CCN(Cc2ccc3c(c2)OCO3)CC1	x	0	4.3	0	4	-2	1	102	2	1560	-3
COC(=O)C1=C(C)NC(C)=C(C(=O)OC)C1c1ccc(NC(C)=O)cc1	x	4	2.7	-3	-14	-7	-19	100	5	1426	2
COc1ccc(CN(CC2CCC(C(=O)O)CC2)C(=S)Nc2ccccc2OC)cc1 (stereo unspecified)	0.031	13	1.0	-1	2	8	-3	98	4	1525	3
O=C(OCC(=O)N1CCc2ccccc21)c1cccc(S(=O)(=O)N2CCCc3ccccc32)c1	-0.34	-9	4.3	-2	-5	-6	-2	105	1	1486	-1
O=C(COC(=O)c1cc[n+]([O-])cc1)Nc1ccc2c(c1)OCCO2	-0.00074	-1	2.0	0	-13	5	2	107	3	1456	0
O=C(O)CCn1c(=O)[nH]c(=O)n(CCC(=O)O)c1=O	0.007	0	0.5	8	-20	3	4	103	1	1522	-2
O=C(Nc1nc(-c2ccncc2)cs1)C1COc2ccccc2O1 (stereo unspecified)	x	23	1.7	8	-5	9	-8	86	13	1594	-18
CC1CCN(CCCNC(=O)c2coc3nc4ccccc4nc23)CC1	x	-9	0.1	-4	16	-6	-4	111	8	1417	-5
Cc1c(NC(=O)c2nn3c(c2Br)NC(c2ccccc2)CC3C(F)(F)F)c(=O)n(-c2ccccc2)n1C (stereo unspecified)	0.21	16	-0.3	8	0	-2	16	90	0	1595	12
O=C(c1ccccc1)N1N=C(c2ccco2)CC1c1cccs1 (stereo unspecified)	-0.79	8	2.5	2	15	3	-9	103	7	1763	3
CN1C(c2ccc(F)cc2)=CS/C1=C(\C#N)c1nnc2n1-c1ccccc1SC2	x	-1	2.3	3	-10	-9	-1	103	-4	1693	15
CCOc1ccc(N=Cc2c(O)n(-c3cccc(C)n3)c(=O)c3ccccc23)cc1	x	28	2.5	5	x	1	-7	78	7	1637	1

(continued)
SMILES	ROMK primary	STAT3 blocker	RAM inhibit	PPARg SRC-2 ag	S1P3 antag	PPARg SRC-1 ag	TLR4-MyD88 BLA	STAT3 activator	PPARg SRC3 recr	SRC2 TRFRET art	STAT1 blocker
CN(CCOc1ccc(Br)cc1)CC(=O)Nc1cccc(S(=O)(=O)NC2=NCCC2)c1	0.12	11	-0.6	1	2	0	15	94	1	1556	-1
CCCC(=O)N1CCCC(c2nc(-c3cccs3)no2)C1 (stereo unspecified)	-0.98	20	0.7	3	x	3	1	84	9	1582	-4
CCOC(=O)C1(CC2CCCCO2)CCN(S(=O)(=O)c2ccc(C)s2)CC1 (stereo unspecified)	0.84	-2	2.0	-2	7	4	-5	106	-1	1846	2
COc1ccc(N2CCN(C(=O)CSc3nnc4c(C)cc5cc(C)ccc5n34)CC2)cc1	-1	5	-0.9	1	x	4	-11	97	4	1513	5
COC(=O)c1ccc(NC(=O)c2ccccc2SC)cc1	x	5	0.5	-6	x	5	-10	99	-3	1472	-15
CCOc1ccc(N2C(=O)CC(N3CCN(C(=O)CN4CCCC4)CC3)C2=O)cc1 (stereo unspecified)	0.19	-3	0.8	7	-72	8	6	105	-4	1750	5
CCn1cc(C(=O)NCCCN2CCCC(C)C2)c(=O)c2cc(S(=O)(=O)N3CCc4ccccc4C3)ccc21 (stereo unspecified)	-0.48	5	-0.4	-2	-13	2	1	103	4	1720	-9
CCn1c(CC(=O)Nc2ccc(C)cc2)nnc1SCC(=O)Nc1nc(C)cs1	x	-2	3.4	5	x	4	-2	102	10	1512	-3
CCOC(=O)CN(c1ccccn1)S(=O)(=O)c1ccccc1	x	-1	0.4	-1	x	8	-3	103	15	1569	-1
Cc1c(Nc2cc(=O)oc3ccccc23)c(=O)n(-c2ccccc2)n1C	x	10	3.0	10	-28	9	-1	96	-2	1750	0
O=c1[nH]c(SCc2nc3ccccc3n2Cc2ccccc2)nc2ccccc12	1.6	-3	0.4	0	x	-2	-3	101	-8	1406	2
Cc1c(Br)c([N+](=O)[O-])nn1CC(=O)Nc1cccc2nonc12	0.12	12	7.9	3	3	-1	0	94	2	1661	8
CCOC(=O)c1cnc2nc(C)nn2c1N	0.17	-4	-0.4	2	4	0	8	108	2	1541	0
